High-throughput results from PubChem BioAssay.
PLC-gamma1 inh: blocks human PLC-gamma1 enzyme activity | inhibition, % at 12.2 µM | purified PLC-gamma1, fluorogenic substrate, fluorescence | actives 0.84% (n = 370,000) | P19174; in the data active = inhibition above about 9.5%
ASAP1 inh: blocks human ASAP1-stimulated Arf1 GTP hydrolysis; inhibition, % at 16.5 µM; actives 0.19% (n = 360,000); Q9ULH1; GDP FP detection; in the data active = inhibition above about 25%;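 also: 0% = vehicle with enzyme and substrate and 100% = no enzyme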
Target sequence (Q9ULH1 325-724 limits assumed): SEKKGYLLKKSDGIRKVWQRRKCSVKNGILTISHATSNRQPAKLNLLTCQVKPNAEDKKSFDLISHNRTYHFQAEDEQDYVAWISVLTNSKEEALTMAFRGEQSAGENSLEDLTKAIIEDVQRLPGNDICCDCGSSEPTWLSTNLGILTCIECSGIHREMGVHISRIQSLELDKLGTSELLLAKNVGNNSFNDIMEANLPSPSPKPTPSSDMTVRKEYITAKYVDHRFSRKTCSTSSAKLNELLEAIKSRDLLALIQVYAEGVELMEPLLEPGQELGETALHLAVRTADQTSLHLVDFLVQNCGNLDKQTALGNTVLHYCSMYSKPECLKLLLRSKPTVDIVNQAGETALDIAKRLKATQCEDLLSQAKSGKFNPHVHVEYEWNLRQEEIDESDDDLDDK
LEDGF integ inh: blocks HIV-1 LEDGF/p75-dependent DNA integration. TR-FRET IN-LEDGF/p75 DNA integration, Eu/Cy5. inhibition, % at 3.7 µM. actives 0.64% (n = 370,000). AID 743269;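 active = inhibition above the screen-wide mean plus 3 SD, cut at about 13% in these data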;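 also: signal is the Cy5 over europium emission ratio at 671 and 618 nm; 0% = plate median of compound wells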
TDP2 absorb: blocks human TDP2 phosphodiesterase activity; recombinant TDP2, T5PNP hydrolysis, p-nitrophenol absorbance 415 nm; O95551; actives 0.34% (n = 370,000); inhibition, % at 12.8 µM;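 active = inhibition above the mean of all tested compounds plus 3 SD, set per campaign, cut at about 25% in these data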;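 also: 0% = DMSO with enzyme and 100% = buffer with substrate but no TDP2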
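test system = human TDP2 enzyme | input = TDP2 enzyme at 120 nM final | medium = 50 mM Tris-HCl pH 7.5 with Mg2+, KCl, DTT, BSA | also added = T5PNP substrate, 5 mM | times = 2 h at 37 °C | technique = epi absorbance | benchmarks = high control without enzyme, low control DMSO plus TDP2 | replication = each compound tested once, singlicate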
KLK7 zymogen act: activators of human kallikrein-7 zymogen; P49862; AID 652039; activation, % at 7 µM; actives 0.9% (n = 370,000); purified proKLK7, EDANS-DABCYL substrate fluorescence; 100% is mature enzyme control, 0% vehicle;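 active = activation above the mean of all tested compounds plus 3 SD, computed per campaign excluding outliers beyond control limits, cut at about 13% in these data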
Target sequence (P49862 whole entry, looked up): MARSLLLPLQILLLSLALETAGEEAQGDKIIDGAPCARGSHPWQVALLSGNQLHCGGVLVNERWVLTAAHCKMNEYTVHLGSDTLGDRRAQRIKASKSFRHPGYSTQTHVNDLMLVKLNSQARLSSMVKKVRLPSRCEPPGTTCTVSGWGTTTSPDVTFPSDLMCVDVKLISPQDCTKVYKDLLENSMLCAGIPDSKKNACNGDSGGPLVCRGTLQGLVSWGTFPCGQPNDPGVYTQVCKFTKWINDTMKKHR
DDE Tn7 FP inh: disrupts Tn7 cyclic peptide binding to fibrin D-Dimer-E complex. FP displacement of FITC-Tn7 peptide from fibrin DD(E); 0% = median of compound wells per plate. P02675. actives 0.13% (n = 370,000). inhibition, % at 8.3 µM. AID 720508;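 active = inhibition above the mean of compounds falling within the control limits plus 3 SD of them, cut at about 14% in these data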;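 also: 0% = plate median of compound wells and 100% = 10 µM Aha-Tn7 peptide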
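Test system – human fibrin DD(E) · Times – 10 min preincubation, 3 h with tracer, room temperature · Detection – fluorescence polarization of the labelled Tn7 tracer · Measure – percent inhibition normalized to high-control wells · Benchmarks – high control wells with 10 µM unlabelled Aha-Tn7 peptide (full inhibition) · Repeats – singlicate testing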
Tn6 DDE FP: DD(E)-Tn6 binding inhibition, primary FP screen; inhibition, % at 8.3 µM; Fibrin DD(E) TRITC-Tn6 fluorescence polarization displacement; actives 0.21% (n = 370,000); P02675;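 active = inhibition above a per-campaign cutoff: mean of compounds within control limits plus 3 SD, cut at about 15% in these data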;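 also: 0% = median of all compound wells on the plate and 100% = blocking peptide control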
ADAM10 inh: inhibits human ADAM10; AID 720582; recombinant ADAM10, EDANS/DABCYL FRET peptide cleavage, 3 h; inhibition, % at 7 µM; O14672; actives 0.62% (n = 370,000);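 active = inhibition above a per-campaign cutoff equal to the mean of compounds falling between control-based bounds plus 3 SD, cut at about 20% in these data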;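 also: 0% = DMSO wells while the 100% control is not disclosed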
ARFGAP1 inh: rat ARFGAP1 inhibition; Q62848; Arfgap1-stimulated ARF1 GTP hydrolysis, GDP FP detection; inhibition, % at 16.5 µM; actives 0.26% (n = 360,000); AID 651572;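 active = inhibition above a per-plate limit, mean inhibition of low control wells plus 3 SD, cut at about 25% in these data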;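 also: 0% = DMSO wells with enzyme and 100% = wells lacking Arfgap1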
Target sequence (Q62848 1-136 limits assumed): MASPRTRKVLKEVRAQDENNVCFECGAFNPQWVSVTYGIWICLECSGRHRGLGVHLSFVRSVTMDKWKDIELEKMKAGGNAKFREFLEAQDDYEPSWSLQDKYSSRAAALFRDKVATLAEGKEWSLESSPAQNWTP
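material = rat Arfgap1 catalytic domain, aa 1-136 | also added = human ARF1(Δ1-17)-GTP substrate | compound dosing = one concentration, 16.5 µM, DMSO 1.26% | times = GTP hydrolysis reaction 2 h at 25 °C | measured by = FP, GDP Alexa 633 tracer displaced from anti-GDP antibody, 620/688 nm | evaluation = percent inhibition of Arfgap1-stimulated GTP hydrolysis | replication = single well per compound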
ADAM17 inh: inhibitors of human ADAM17 | P78536 | recombinant ADAM17, EDANS/DABCYL FRET peptide cleavage | inhibition, % at 6.95 µM | actives 0.83% (n = 370,000);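 active = inhibition above the mean of compounds lying between control limits plus 3 SD, set per campaign, cut at about 8.5% in these data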;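 also: 0% = DMSO-only wells as the low control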
Starred values were filed as active, the others as inactive; i = inactive.

no.	Compound	PLC-gamma1 inh	ASAP1 inh	LEDGF integ inh	TDP2 absorb	KLK7 zymogen act	DDE Tn7 FP inh	Tn6 DDE FP	ADAM10 inh	ARFGAP1 inh	ADAM17 inh
1	CC(=O)Nc1cccc2c1C(=O)N(c1cccc(OC(C)=O)c1)C2=O	-11	-1	-2	10	-0.9	5	5	-1	11	-2
2	CCCc1ccc(C2C3=C(CC(C)(C)CC3=O)NC3=C2C(=O)c2ccccc23)cc1 (configuration not stated)	10*	10	5	-13	0.3	-9	-4	12	1	8
3	O=C(NCc1ccc(F)cc1)c1cccc(S(=O)(=O)N2CCCC2)c1	-1	-1	-1	-3	0.9	-1	2	-3	5	-1
4	Cc1ccccc1-c1nc(CS(=O)(=O)CC(=O)NC2CC2)c(C)o1	-1	-3	0	13	0.4	-8	-4	-6	14	-2
5	Cn1c(C(=O)NCc2cccs2)cc2oc3ccccc3c21	2	14	1	-2	1.5	-2	0	-20	8	-4
6	CC(=O)NCCCc1nc2ccccc2n1Cc1ccc(C)cc1	3	5	2	-13	0.2	0	-4	10	-4	2
7	CCOc1nc(SCCOc2ccc(Cl)cc2Cl)nc(N(C)C)n1	1	-5	2	-1	0.0	3	5	-5	-8	-1
8	CCN(C(=O)CSc1nc2ccccc2n1CCc1ccccc1)C1CCS(=O)(=O)C1 (configuration not stated)	2	1	3	5	-0.3	-5	0	3	16	-1
9	O=c1c2ccccc2nc(-c2ccc(Br)cc2)n1Cc1ccccc1	2	2	0	-8	-0.7	0	0	4	-2	0
10	Cc1ccc(S(=O)(=O)N(C)C)cc1-n1c(SCC(=O)Nc2ccc(F)c(F)c2F)nc2ccccc2c1=O	4	3	-3	0	0.6	0	4	15	3	7
11	CCOC(=O)C1=C(C)C(c2ccc(OC)cc2OC)NC(=O)N1 (configuration not stated)	5	-3	0	-12	-0.1	-14	7	3	0	3
12	CCOc1ccccc1CNC(=O)c1ccc(NC(=O)C2=CSCCO2)cc1	-3	10	2	9	-0.4	-6	-1	2	9	2

Going on with the list:
no.	Compound	PLC-gamma1 inh	ASAP1 inh	LEDGF integ inh	TDP2 absorb	KLK7 zymogen act	DDE Tn7 FP inh	Tn6 DDE FP	ADAM10 inh	ARFGAP1 inh	ADAM17 inh
13	Cc1ccc(-c2nn(-c3ccccc3)cc2/C=N/n2c(-c3cccs3)n[nH]c2=S)cc1	-2	-2	3	20	-0.9	6	1	3	-13	1
14	CCCn1c(SCC(=O)NC(C)C)nc2sc3c(c2c1=O)CCC3	3	-1	-1	-1	-0.3	-3	-1	-1	2	1
15	COc1ccccc1CNc1nc(SC)ncc1CO	0	4	-2	6	0.5	-1	3	5	6	0
16	O=C(NNC(=S)NC(=O)c1ccco1)c1ccc(NC(=O)c2ccccc2)cc1	3	16	-2	2	-0.4	1	-6	-1	-9	1
17	O=C(COC(=O)c1cnccn1)c1ccc2c(c1)CCCC2	3	15	2	6	0.0	-5	9	4	6	-1
18	Cn1c(N)c(C(=O)CSc2nnnn2-c2ccccc2)c(=O)n(C)c1=O	2	4	0	-5	0.0	4	1	-8	-2	-4
19	O=C(CSc1ccc(-c2cccs2)nn1)N1CCCCC1	-4	4	0	0	-0.1	-2	2	-7	2	1
20	Cc1cccc(NC(=O)NC2CCCCCCC2)c1C	0	2	4	2	-0.1	-5	5	0	7	0
21	CC(NC(=O)c1ccc(-c2cc(C(F)(F)F)ccc2Cl)o1)c1ccccc1 (configuration not stated)	-1	9	-1	0	-0.5	-3	8	-46	-5	-5
22	O=C(O)C(O)Cc1c[nH]c2ccccc12 (configuration not stated)	6	6	2	13	-0.3	-5	-4	0	-15	0
23	O=S(=O)(NCc1csc(-c2cccnc2)n1)c1ccc(F)cc1	0	-15	-5	-5	-1.1	9	0	-7	0	-3
24	CC(C)CCNC(=O)c1ccccc1NC(=O)C1=CSCCO1	0	-6	-1	-16	0.6	3	-5	14	-6	-2

Other records follow:
no.	Compound	PLC-gamma1 inh	ASAP1 inh	LEDGF integ inh	TDP2 absorb	KLK7 zymogen act	DDE Tn7 FP inh	Tn6 DDE FP	ADAM10 inh	ARFGAP1 inh	ADAM17 inh
25	O=C(O)CSc1nc(-c2ccccc2)nc2c1oc1ccccc12	2	2	2	9	0.1	-3	5	-6	1	-2
26	CSCC[C@H](NC(=O)NCc1ccccc1F)C(=O)O	0	3	3	17	-0.3	1	4	3	13	-7
27	O=C(O)c1ccc(-c2ccccc2)[nH]1	0	-11	2	15	-0.1	3	0	1	1	-1
28	CC1OC2CC(=O)OC2C2=C1C(=O)c1c(O)cccc1C2=O (configuration not stated)	2	37*	19*	42*	1.8	7	-5	-16	0	-3
29	CCc1cccc(NS(=O)(=O)c2ccc3c(c2)NC(=O)CC(=O)N3)c1	-1	8	-5	-3	-0.3	1	2	-7	8	2
30	Cc1nc2ccccn2c1C(=O)N/N=C/c1ccc2c(c1)OCO2	-3	6	1	9	-0.6	1	-2	-7	-9	4
31	NC(=O)c1ccc(NC(=O)Cc2csc(-c3ccccc3)n2)cc1	1	-1	2	-6	0.1	3	-3	6	3	2
32	COc1cccc(CNC(=S)Nc2ccc3c(c2)c(=O)n(C)n3Cc2csc(C)n2)c1	-499	-13	3	-8	15*	-5	-9	i	12	i
33	COc1cccc(-c2sc3ccccc3c2-c2ccc(OCCN(C)C)cc2)c1	-8	10	0	-9	-2.7	2	0	1	-8	0
34	CCc1ccc(NC(=O)CSc2nc3cc(C(=O)OC)ccc3c(=O)n2CC2CCCO2)cc1 (configuration not stated)	-1	-5	2	3	0.9	0	0	-9	-1	-5
35	COC(=O)c1ccc(C23CC4(C2)[C@H](CN(CC2CCCCC2)[C@@H]4c2ccccc2)C3c2ccc(Cl)nc2)cc1 (some centres not stated)	3	-10	-2	-17	-0.3	-4	-3	3	0	5
36	Cc1cccc(NC(=O)CC2C(=O)NCCN2C(=S)Nc2ccccc2)c1 (configuration not stated)	2	7	1	-2	0.2	-5	2	7	8	-3

Following part:
no.	Compound	PLC-gamma1 inh	ASAP1 inh	LEDGF integ inh	TDP2 absorb	KLK7 zymogen act	DDE Tn7 FP inh	Tn6 DDE FP	ADAM10 inh	ARFGAP1 inh	ADAM17 inh
37	CCC(=O)c1ccc(OCC(O)Cn2cnc3ccccc32)cc1 (configuration not stated)	-1	-6	36*	2	-0.1	4	0	2	-1	-7
38	CCc1c(C)nc(SCC(=O)CC(=O)OC(C)C)c(C#N)c1C	-39	4	1	-3	48*	-1	-3	-86	5	-22
39	O=C(CSc1ccc(-c2ccccn2)nn1)NCc1ccc(F)cc1	1	-9	0	6	0.5	-4	-5	0	-4	-3
40	Cc1cc(C(C)(C)C)cc(C)c1CCNC(=O)c1ccc[n+]([O-])c1	0	6	-1	5	0.1	-3	-2	-1	0	-1
41	Cc1csc(Nc2ccccc2)[n+]1-c1ccccc1	0	13	-2	1	0.0	-4	3	-3	2	-1
42	COCc1c(C(=O)OCC(=O)N2c3ccccc3CC2C)oc2ccccc12 (configuration not stated)	-1	-9	5	-3	-0.4	4	4	-8	1	-4
43	Cc1c(C(=O)N2CCOCC2)sc(NC(=O)C(C)C)c1C#N	4	-9	-2	-23	0.8	-6	0	8	-12	6
44	Cc1ccc(S(=O)(=O)NCc2ccco2)cc1C	3	-1	0	-10	0.3	-6	-1	2	3	0
45	CN(CCOCCOc1ccc2ccccc2c1)Cc1ccccc1	0	-10	-1	9	0.4	1	-4	5	1	0
46	O=C(Cc1cccs1)NNC(=S)NCc1ccco1	-5	13	-8	-2	-0.7	2	1	0	3	-4
47	O=C(COC(=O)c1ccco1)NCCc1ccc(Cl)cc1	-2	-4	-2	6	-0.7	-8	-6	-2	5	-2
48	CCc1nc2c(OCc3ccc(C(=O)OC)cc3)cccn2c1N(C)C(=O)c1ccc(OC)cc1	1	6	-2	-1	0.1	-5	-2	-3	-1	-2
49	Cc1onc(-c2ccccc2Cl)c1C(O)c1ccc(F)cc1 (configuration not stated)	3	8	1	-1	0.3	2	2	-2	5	0

Of the compounds above, these contain a furan ring, fused or not:
no.	Compound	PLC-gamma1 inh	ASAP1 inh	LEDGF integ inh	TDP2 absorb	KLK7 zymogen act	DDE Tn7 FP inh	Tn6 DDE FP	ADAM10 inh	ARFGAP1 inh	ADAM17 inh
5	Cn1c(C(=O)NCc2cccs2)cc2oc3ccccc3c21	2	14	1	-2	1.5	-2	0	-20	8	-4
16	O=C(NNC(=S)NC(=O)c1ccco1)c1ccc(NC(=O)c2ccccc2)cc1	3	16	-2	2	-0.4	1	-6	-1	-9	1
21	CC(NC(=O)c1ccc(-c2cc(C(F)(F)F)ccc2Cl)o1)c1ccccc1 (configuration not stated)	-1	9	-1	0	-0.5	-3	8	-46	-5	-5
25	O=C(O)CSc1nc(-c2ccccc2)nc2c1oc1ccccc12	2	2	2	9	0.1	-3	5	-6	1	-2
42	COCc1c(C(=O)OCC(=O)N2c3ccccc3CC2C)oc2ccccc12 (configuration not stated)	-1	-9	5	-3	-0.4	4	4	-8	1	-4
44	Cc1ccc(S(=O)(=O)NCc2ccco2)cc1C	3	-1	0	-10	0.3	-6	-1	2	3	0
46	O=C(Cc1cccs1)NNC(=S)NCc1ccco1	-5	13	-8	-2	-0.7	2	1	0	3	-4
47	O=C(COC(=O)c1ccco1)NCCc1ccc(Cl)cc1	-2	-4	-2	6	-0.7	-8	-6	-2	5	-2

Hits appear at their usual frequency; any-hit rate near 4.2%.
